# Bioassay records from PubChem BioAssay.
# EPAC2 antag – qHTS for Antagonist of cAMP-regulated guanine nucleotide exchange factor 2 (EPAC2): primary screen. Rap guanine nucleotide exchange factor 4 (Homo sapiens), Q8WZA2. EPAC2 GEF exchange of Rap1B-BODIPY-GDP, fluorescence. Potency, µM (doses to about 114 µM), for the others: top-dose activity, negative = inhibition, hits mostly inhibitors. 360,000 compounds, 0.18% hits. AID 720708, 2013; also: potency is read from the fitted curve at half-maximal effect; % is scaled to controls: 0 for no effect and ±100 for the full control effect; nearly all actives have a fitted effect of over 45% in size; many of its hits are not listed in these tables
# Target sequence (Q8WZA2 whole entry, looked up): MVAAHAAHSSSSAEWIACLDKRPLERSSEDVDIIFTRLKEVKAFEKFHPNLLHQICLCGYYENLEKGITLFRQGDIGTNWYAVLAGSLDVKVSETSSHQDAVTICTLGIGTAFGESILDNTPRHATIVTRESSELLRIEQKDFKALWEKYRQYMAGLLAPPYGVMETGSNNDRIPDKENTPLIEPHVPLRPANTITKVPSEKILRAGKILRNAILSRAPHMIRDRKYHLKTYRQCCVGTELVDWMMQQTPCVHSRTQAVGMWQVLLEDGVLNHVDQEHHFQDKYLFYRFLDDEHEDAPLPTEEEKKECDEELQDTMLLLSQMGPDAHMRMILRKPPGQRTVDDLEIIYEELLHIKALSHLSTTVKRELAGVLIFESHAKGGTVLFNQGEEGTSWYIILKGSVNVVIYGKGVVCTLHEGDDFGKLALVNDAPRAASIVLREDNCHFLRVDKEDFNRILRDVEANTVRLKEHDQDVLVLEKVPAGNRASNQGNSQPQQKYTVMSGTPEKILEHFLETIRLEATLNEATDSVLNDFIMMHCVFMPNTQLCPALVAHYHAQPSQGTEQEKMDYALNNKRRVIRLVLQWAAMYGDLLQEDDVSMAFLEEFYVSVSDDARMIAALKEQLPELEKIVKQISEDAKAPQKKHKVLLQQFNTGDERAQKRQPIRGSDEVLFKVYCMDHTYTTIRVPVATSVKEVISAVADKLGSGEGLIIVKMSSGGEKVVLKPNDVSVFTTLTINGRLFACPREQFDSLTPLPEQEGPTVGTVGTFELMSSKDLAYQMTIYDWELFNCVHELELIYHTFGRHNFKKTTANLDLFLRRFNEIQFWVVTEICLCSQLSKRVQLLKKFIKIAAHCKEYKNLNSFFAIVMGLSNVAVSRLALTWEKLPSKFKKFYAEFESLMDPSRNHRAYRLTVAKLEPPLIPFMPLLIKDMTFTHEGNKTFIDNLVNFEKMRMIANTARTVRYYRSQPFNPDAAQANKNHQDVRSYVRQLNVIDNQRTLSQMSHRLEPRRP
# PLK1 PBD inh – qHTS for Inhibitors of PLK1-PDB (polo-like kinase 1 - polo-box domain): Primary Screen; Plk1 PBD binding of FITC phosphopeptide, fluorescence polarization; AID 720504, 2013; Potency, µM, for inactives: max response, negative = inhibition, usual class: inhibitors; 360,000 compounds, 2.8% hits; also: potency is read from the fitted curve at half-maximal effect; series mostly up to about 57 µM; % is scaled to controls: 0 for no effect and ±100 for the full control effect; nearly all actives have a fitted effect of over 65% in size
# EPAC1 agonist – qHTS for Agonist of cAMP-regulated guanine nucleotide exchange factor 3 (EPAC1): primary screen | 360,000 compounds, 0.073% hits | Potency, µM (titrated, usually from 154 µM), inactives show top-dose activation, usual class: activators | EPAC1 agonist qHTS, biochemical assay; response scale: 100% = response to 6.5 mM cAMP | AID 720707, 2013; also: potency is read from the fitted curve at half-maximal effect; nearly all actives have a fitted effect of over 60% in size
#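 Normalized to 6.5 mM cAMP, activity reflects EPAC1-catalysed release of BODIPY-GDP from Rap1B, followed kinetically over 30 min at 480 nm excitation, 540 nm emission. Reaction contained 100 nM EPAC1, 250 nM Rap1B-BODIPY-GDP, 50 uM GDP.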
# WRN helicase inh – qHTS for Inhibitors of WRN Helicase | Bifunctional 3'-5' exonuclease/ATP-dependent helicase WRN (Homo sapiens), Q14191 | Potency, µM (doses to about 114 µM), without a hit: at the highest dose activity change, negative = inhibition, most hits filed as inhibitors | WRN helicase unwinding, fluorescent forked duplex, kinetic | 360,000 compounds, 0.46% hits; also: potency is read from the fitted curve at half-maximal effect; % is scaled to controls: 0 for no effect and ±100 for the full control effect; nearly all actives have a fitted effect of over 55% in size
#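 Kinetic fluorescence helicase assay: unwinding of a quenched forked DNA duplex (100 nM final) with 2 mM ATP final raises red fluorescence (525/598 nm). Compounds sat 15 min at room temperature with 20 nM WRN beforehand.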
# CCT chaperon mod – High-Throughput Screening for Modulators of Cytosolic Chaperonin Activity | purified chaperonin ATPase assay, HTRF ADP detection, 30 min | activity change, % (concentration not given with the values), hits read low | 360,000 compounds, 0.3% hits | AID 651819, 2012; in the data active = activity change below about -30%; also: % is scaled to controls: 0 for no effect and ±100 for the full control effect
#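 Nucleotide hydrolysis assay: TRiC at 20–40 nM final (set by batch activity) with 10 uM ATP, 30 min at 37 °C, in presence of 76 uM compound. Detection by competitive ADP HTRF, 30 min ambient.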
# EPAC1 antagonist – qHTS for Antagonist of cAMP-regulated guanine nucleotide exchange factor 3 (EPAC1): primary screen; Rap guanine nucleotide exchange factor 3 (Homo sapiens), O95398; EPAC1 GEF assay, Rap1b-BODIPY-GDP exchange fluorescence; Potency, µM (highest dose often 115 µM), inactives show top-dose activity change, negative = inhibition, actives largely listed as inhibitors; 360,000 compounds, 0.14% hits; AID 720709, 2013;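 also: potency is read from the fitted curve at half-maximal effect; plate controls were vehicle for no effect and positive control for full effect; nearly all actives have a fitted effect of over 50% in size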
# MmCpn inh – Inhibitors of TCP-1 ring complex (TRiC) of Methanococcus maripaludis (MmCpn): qHTS. Chaperonin Mm-Cpn (Methanococcus maripaludis). purified Mm-Cpn ATPase, ADP Transcreener TR-FRET. Potency, µM (top dose mostly 76.9 µM), inactives show at the top dose activity, negative = inhibition, usual class: inhibitors. 330,000 compounds, 0.031% hits. AID 504842, 2011; also: potency is read from the fitted curve at half-maximal effect; % is scaled to controls: 0 for no effect and ±100 for the full control effect; nearly all actives have a fitted effect of over 80% in size
#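 ATPase read-out: TR-FRET ADP immunoassay (anti-ADP Eu cryptate vs ADP-d2), ex 320 nm, em 590/665 nm; signal drops as ADP forms. Enzyme 25 nM, ATP 10 uM, 30 min at 37°C after 10 min compound preincubation.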
# PI5P4K alpha inh – qHTS for Inhibitors of phosphatidylinositol 5-phosphate 4-kinase (PI5P4K). Phosphatidylinositol 5-phosphate 4-kinase type-2 alpha (Homo sapiens), P48426. PI5P4Kalpha enzyme, ADP-Glo luminescence, 60 min; hits give low values. max response, %. 330,000 compounds, 1.2% hits; active = max response of -50% or lower; inconclusive = between -30% and -50%; inactive = -30% or higher; also: value at the top dose of about 77 µM; % is scaled to controls: 0 for no effect and ±100 for the full control effect
#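 Enzyme plus substrate dispensed, test compounds pinned in, then ATP (5 microM final) added. After 60 min at RT, ADP-Glo reagent 1 for 45 min and reagent 2 for 30 min preceded luminescence imaging.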
# An asterisk follows results filed as active; u = inconclusive; x = no result given; [ ] = remark or other dose. Unless noted, calls follow the shape of the dose curve; as a rule, active = well fitted curve in the direction sought with a large enough effect; inconclusive = small, poorly fitted or top-dose-only effect, or another doubt; inactive = no such curve, though single readings can be large; an effect the other way counts as inactive or inconclusive. These rows are one share of the data (hit frequency here may not be typical).
SMILES,EPAC2 antag,PLK1 PBD inh,EPAC1 agonist,WRN helicase inh,CCT chaperon mod,EPAC1 antagonist,MmCpn inh,PI5P4K alpha inh
Cc1c(C(=O)C(=O)N2CCOCC2)c2ccccc2n1Cc1ccccc1,-17%,-5%,10%,1%,0.1,1%,-1%,-4
CCn1ccnc1CN1CCCC(C(=O)c2cc(C)c(OC)c(C)c2)C1 (centres undefined),0%,3%,-5%,2%,2.0,23%,0%,-2
N#Cc1c(N2CCNCC2)nc(-c2ccco2)c2c1CCCC2,4%,5%,-8%,12%,0.2,6%,0%,1
CCOP(=O)(OCC)C(O)c1ccc(OC)cc1 (centres undefined),3%,-1%,-7%,4%,1.0,6%,-1%,-9
COc1cccc(OCc2cc(C(=O)N3C[C@H]4C[C@@H](C3)c3cccc(=O)n3C4)no2)c1,-3%,-10%,2%,-9%,-4.0,-7%,-1%,-2
O=C(NCc1ccc(C(=O)N2CCC3(CC2)OCCO3)cc1)c1ccc2c(c1)OCO2,6%,-5%,3%,7%,-11,10%,-1%,x
O=c1[nH]c2ccccc2n1C1CCN(C(c2cccs2)c2nnnn2Cc2ccccc2)CC1 (centres undefined),u,-5%,13%,-9%,-0.3,-2%,x,-2
CC(=O)OCC12CC(OC(=O)CC(C)C)C(C)=CC1OC1C(O)C(OC(C)=O)C2(C)C12CO2 (centres undefined),12%,-1%,0%,9%,0.6,5%,x,-6
N[C@@H](CCl)C(=O)O,-3%,-10%,-9%,-2%,1.8,-18%,x,0
O=C(COc1ccc(S(=O)(=O)N2CCOCC2)cc1)N1CCN(Cc2ccc3c(c2)OCO3)CC1,-2%,-4%,4%,0%,-0.9,10%,0%,x
O=C(O)c1ccc(N=Cc2c(O)n(Cc3ccc(F)cc3)c(=O)[nH]c2=O)cc1,-4%,1%,7%,-4%,-1.2,-3%,1%,-17
CC(C)NS(=O)(=O)c1ccc(OCC(=O)N2CCN(Cc3ccccc3)CC2)cc1,4%,-11%,3%,0%,-1.4,2%,x,x
CCCCOC(=O)c1ccccc1N,u,-6%,-10%,-6%,-0.1,4%,x,-1
Cc1cc(OCC(=O)N2C[C@H]3C[C@@H](C2)c2cccc(=O)n2C3)c2c(C)c(C)c(=O)oc2c1,15%,0%,-21%,4%,-59*,-6%,-5%,0
Cc1c2cnn(CC(=O)N3CCC4(CC3)OCCO4)c(=O)c2c(C)n1Cc1ccccc1F,2%,-1%,-12%,2%,-1.9,-10%,-2%,5
CCOc1ccc(-n2c(CC)nc3ccccc3c2=O)cc1,-16%,2%,-11%,7%,0.2,7%,-1%,-6
N#Cc1ncc(N=Cc2ccc(N(CCCl)CCCl)cc2)s1,-6%,1%,11%,-25%,-1.1,-9%,x,-6
CN1CCc2nc(SCC(=O)OC(C)(C)C)c(C#N)cc2C1,5%,-30%,-3%,-4%,-18,-1%,-3%,-17
Cn1c(O)c(C=NCCCCCCCCCCC(=O)O)c(=O)n(C)c1=O,-1%,-17%,0%,-9%,0.4,-9%,-4%,9
CN(C)CP(=O)(Nc1ccccc1)N(C)C (centres undefined),1%,-5%,0%,0%,-17,-4%,1%,3
COCCOC(=O)c1c(C)oc2ccc(OC(=O)N(C)C)cc12,4%,-5%,4%,-1%,-2.2,4%,1%,2
O=c1c2ccccc2nc(Cc2cccc([N+](=O)[O-])c2)n1-c1ccc(O)cc1,-15%,-14%,7%,-10%,-1.3,-11%,1%,-14
Cn1c(O)c(C=NCCN2CCNCC2)c(=O)[nH]c1=O,2%,-10%,-2%,-27%,-3.5,-18%,0%,-6
COCCCn1c(N)c(C(=O)NCc2ccco2)c2nc3ccccc3nc21,-3%,-7%,-3%,0%,0.5,-22%,-9%,-7
CC(=O)c1ccc(NC2CC(O)C(O)CO2)cc1 (centres undefined),0%,u,2%,1%,-0.2,1%,-1%,-4
COCCNC(=O)c1c(NC(=O)c2ccc(Br)o2)n(Cc2ccccc2)c2nc3ccccc3nc12,12%,-10%,5%,-19%,-24,4%,-5%,0
c1ccc2sc(C3CCCNC3)nc2c1 (centres undefined),6%,-1%,-1%,0%,-2.5,5%,0%,-6
O=C(O)C(O)(c1ccccc1)C1CCCC1 (centres undefined),7%,0%,-2%,-2%,-1.3,9%,-6%,0
CC[C@@H](O)C[C@H]1CCC[C@@]2(C[C@@H]3OC(=O)/C=C/[C@@](C)(O)[C@@H](O)[C@H](C)[C@@H](O)[C@H](OC4CCC(N(C)C)C(C)O4)[C@@H](O)[C@](C)(O)CCCCC/C=C/[C@@H]4CC(C)(C)O[C@@]4(O)C[C@H](O2)[C@H]3C)O1 (some centres undefined),-8%,2%,-28%,2%,-5.5,-9%,x,35
C(=NC12CN3CN(CN(C3)C1)C2)c1cccs1,6%,-1%,-5%,-2%,0.9,14%,0%,x
Cc1ccsc1C(=O)C1CCCN(Cc2cccn2-c2ccccn2)C1 (centres undefined),2%,4%,0%,0%,-3.1,8%,3%,-2
Cn1cc(C(=O)NCc2ccccc2)c2ccccc21,-8%,1%,9%,0%,-0.4,-19%,0%,-2
Cc1ccccc1-n1c(O)c(/C=N/NC(=O)c2ccncc2)c(=O)[nH]c1=O,10%,-6%,-2%,1%,-1.0,u,-1%,u
COc1cccc(C2CCN(C)C2)c1 (centres undefined),2%,-8%,3%,5%,-2.5,11%,x,2
Oc1ccc(Cl)c(Cl)c1,-9%,1%,-14%,6%,0.8,-10%,3%,21
Cc1ccc(C(=O)Nc2ccc(Cl)cc2C(=O)c2ccccc2)cc1,0%,-6%,8%,-3%,-1.9,-3%,x,x
CCC(C)n1c(O)c(C=NCc2cccnc2)c(=O)[nH]c1=S (centres undefined),-12%,0%,0%,-5%,0.5,-1%,-16%,7
Cc1ccc(C(O)(C(=O)NNC(=O)CN2CCN(C)CC2)c2ccc(C)cc2)cc1,-12%,-9%,0%,-2%,-3.4,-9%,-1%,2
CCOc1cc(/C=C(\C#N)C(=O)NCC2CCCO2)ccc1OCC(N)=O (centres undefined),5%,30µM*,1%,4%,-4.6,-8%,2%,-4
COc1ccc(C=O)cc1O,3%,-1%,-8%,-3%,-3.4,2%,2%,1

# Some of these compounds in order of heavy-atom count, largest number first.
SMILES,EPAC2 antag,PLK1 PBD inh,EPAC1 agonist,WRN helicase inh,CCT chaperon mod,EPAC1 antagonist,MmCpn inh,PI5P4K alpha inh
N#Cc1ncc(N=Cc2ccc(N(CCCl)CCCl)cc2)s1,-6%,1%,11%,-25%,-1.1,-9%,x,-6
O=C(O)C(O)(c1ccccc1)C1CCCC1 (centres undefined),7%,0%,-2%,-2%,-1.3,9%,-6%,0
c1ccc2sc(C3CCCNC3)nc2c1 (centres undefined),6%,-1%,-1%,0%,-2.5,5%,0%,-6

# (listing goes on)
SMILES,EPAC2 antag,PLK1 PBD inh,EPAC1 agonist,WRN helicase inh,CCT chaperon mod,EPAC1 antagonist,MmCpn inh,PI5P4K alpha inh
O=C(c1cc2ccccc2oc1=O)N1CCC2(CC1)OCCO2,0%,-21%,3%,-8%,-1.7,-30%,-2%,11
COc1ccc(C(O)P(=O)(OC(C)C)OC(C)C)cc1 (centres undefined),6%,-4%,13%,0%,-1.2,-13%,1%,2
CC1CN=C(Nc2ccc(N(C)C)cc2)S1 (centres undefined),0%,-12%,7%,-1%[57.1 µM],-2.0,8%,-4%,x
COc1ccc(-c2nc3ccc(C(=O)N4CCC5(CC4)OCCO5)cc3nc2-c2ccc(OC)cc2)cc1,u,-16%,9%,-9%,-1.2,-15%,-3%,7
CCCN(CCC)C1CCc2ccc(O)cc2C1 (centres undefined),-1%,3%,-8%,8%,0.1,-10%,1%,4
COc1cc(-n2c(=S)[nH]c3ccccc3c2=O)c(Cl)cc1Cl,-2%,2%,14%,-14%,-2.9,1%,0%,2
CC[C@H]1CN2CCC1C[C@@H]2[C@H](O)c1ccnc2ccc(OC)cc12 (some centres undefined),-13%,21%,-16%,-10%,-0.3,0%,x,1
CC(=O)c1cn(Cc2ccccc2F)c2ccccc12,-27%,5%,2%,-2%,-1.2,5%,-1%,10
O=c1[nH]c(=S)[nH]c(O)c1N=Nc1ccc2c(c1)OCCO2,-10%,12%,1%,-3%,-1.9,-7%,-1%,-30
Cn1c(N2CCNCC2)nc2ccccc21,10%,-10%,9%,16%,0.5,19%,-1%,x
COc1cc(C2SCC(=O)Nc3c2c(=O)[nH]n3C2CCCCCC2)cc(OC)c1OC (centres undefined),-3%,-9%,5%,-2%,-0.8,-10%,1%,1
CCOC(=O)c1nc2ccccc2c(=O)n1-c1ccc(C)cc1C,-5%,-6%,-3%,-1%,-0.6,-3%,0%,-3
O=C(OC1CCN(CCCl)CC1)C(c1ccccc1)c1ccccc1,13µM*,-9%,6%,0%,-1.4,2%,1%,-6
CCOc1cc2c(cc1OCC)-n1cccc1C(c1ccc(F)c(OC)c1)NC2 (centres undefined),-6%,-3%,11%,-3%,1.0,-18%,-1%,-2
FC(F)(F)c1ccccc1CCN1CCNCC1,4%,-9%,9%,-1%,-1.2,-9%,1%,0
CN(CCc1ccccc1)Cc1c[nH]c2ccccc12,19%,-16%,-1%,-2%,-2.3,-10%,1%,1
COC1C(OC(=O)c2ccc(C)[nH]2)C(O)C(Oc2ccc3c(O)c(NC(=O)c4ccc(O)c(CC=C(C)C)c4)c(=O)oc3c2Cl)OC1(C)C (centres undefined),-15%,-6%,-11%,-32%,-2.7,40µM*,5%,u
Cc1cc(Br)ccc1N1C(=O)CC(=O)NC1=O,-1%[57.1 µM],-8%,6%,-25%,0.3,6%,-1%,-19

# Reprinted at random: 2 compounds from above, in no set order.
SMILES,EPAC2 antag,PLK1 PBD inh,EPAC1 agonist,WRN helicase inh,CCT chaperon mod,EPAC1 antagonist,MmCpn inh,PI5P4K alpha inh
O=C(OC1CCN(CCCl)CC1)C(c1ccccc1)c1ccccc1,13µM*,-9%,6%,0%,-1.4,2%,1%,-6
FC(F)(F)c1ccccc1CCN1CCNCC1,4%,-9%,9%,-1%,-1.2,-9%,1%,0
